Screening results (PubChem)
TNAP inh Pi = inhibitors of human tissue-nonspecific alkaline phosphatase; P05186; 21,000 tested, under 10 active; inhibition, % at 20 µM; purified TNAP, pNPP, malachite green phosphate absorbance
Target sequence (P05186 whole entry, looked up): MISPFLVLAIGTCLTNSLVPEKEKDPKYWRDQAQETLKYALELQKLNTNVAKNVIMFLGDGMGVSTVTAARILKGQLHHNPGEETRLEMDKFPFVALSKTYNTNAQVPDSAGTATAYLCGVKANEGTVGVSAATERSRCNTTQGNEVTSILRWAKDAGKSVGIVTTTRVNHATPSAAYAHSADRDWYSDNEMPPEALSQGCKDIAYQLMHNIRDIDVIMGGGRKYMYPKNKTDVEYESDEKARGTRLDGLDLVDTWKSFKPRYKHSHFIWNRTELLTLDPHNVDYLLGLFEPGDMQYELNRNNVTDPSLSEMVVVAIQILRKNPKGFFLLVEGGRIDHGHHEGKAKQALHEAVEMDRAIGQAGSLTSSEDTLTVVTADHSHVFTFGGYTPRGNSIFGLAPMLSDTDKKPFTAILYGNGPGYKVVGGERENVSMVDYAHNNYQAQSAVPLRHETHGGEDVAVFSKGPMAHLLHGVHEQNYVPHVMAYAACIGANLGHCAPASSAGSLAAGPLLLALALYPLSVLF
TNAP pNPP inh = inhibitors of human tissue-nonspecific alkaline phosphatase; P05186; purified TNAP, pNPP hydrolysis, absorbance 405 nm; inhibition, % at 20 µM; 21,000 tested, under 10 active;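 note: 0% = DMSO only wells and 100% = 1 mM levamisole wells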
An asterisk follows results filed as active.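 Rule for the calls: active = inhibition above 50% at the 20 µM single-dose screen; inactive = the rest.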 Only part of the results is shown. The share of hits here may be higher or lower than overall.

Below each compound: TNAP inh Pi	TNAP pNPP inh
> N#Cc1cc2ccccc2nc1SCc1cccnc1
    6	4
> O=C(NC1CCCCC1)n1c(=O)oc2cc(S(=O)(=O)N3CCCCC3)ccc21
    7	0
> CC1(C)Cc2ccccc2-c2nnc(SCc3ccc(C#N)cc3)n21
    9	-4
> O=S(=O)(CCCc1ccccc1)c1ncn[nH]1
    12	8
> O=C(Nc1cccc(C(F)(F)F)c1)C1CCCN(c2ncccn2)C1 (stereo not given)
    14	5
> CC(=O)/C(C(=N)N1CCN(C(c2ccccc2)c2ccccc2)CC1)=C(\C)O
    3	-1
> COc1cc2c(cc1OC)CN(C(=O)c1cc(S(=O)(=O)N3CCOCC3)ccc1Cl)CC2
    6	-1
> Cc1ccnc(N2CCCC(C(=O)Nc3nnc(C)s3)C2)n1 (stereo not given)
    4	5
> CCOC(=O)c1c(C)n(C)c2ccc(O)c(S(=O)(=O)c3ccccc3)c12
    -2	-2
> O=C(COc1ccccc1)Nc1ccc(-c2nnc(-c3ccco3)o2)cc1
    -15	-10
> CCCN1C2CCCC1CC(NC(=O)NC1CCCCC1)C2 (stereo not given)
    7	7
> O=C(CC12CC3CC(C1)CC(CC(=O)N1CCCC1)(C3)C2)N1CCCC1
    -10	3
> O=C(NCC1CCCO1)c1cccs1 (stereo not given)
    7	4
> O=C(O)CCCC(=O)Nc1ccccc1-n1ccnc1
    -1	-6
> CN1C=CC=C/C1=C1\SC(=S)N(C2CCCCC2)C1=O
    6	-6

The closing six entries of the part before come first, to join the parts:
Below each compound: TNAP inh Pi	TNAP pNPP inh
> O=C(COc1ccccc1)Nc1ccc(-c2nnc(-c3ccco3)o2)cc1
    -15	-10
> CCCN1C2CCCC1CC(NC(=O)NC1CCCCC1)C2 (stereo not given)
    7	7
> O=C(CC12CC3CC(C1)CC(CC(=O)N1CCCC1)(C3)C2)N1CCCC1
    -10	3
> O=C(NCC1CCCO1)c1cccs1 (stereo not given)
    7	4
> O=C(O)CCCC(=O)Nc1ccccc1-n1ccnc1
    -1	-6
> CN1C=CC=C/C1=C1\SC(=S)N(C2CCCCC2)C1=O
    6	-6
> Cc1cc(OCc2nn[nH]n2)c2c(C)c(CC(=O)O)c(=O)oc2c1
    3	3
> Cc1cc(-c2csc(NC(=O)c3cc4ccccc4o3)n2)c(C)n1C
    9	1
> O=C(c1ccccc1-c1nc(-c2ccc(Cl)cc2)no1)N1CCCC1
    5	4
> CCc1nc2ccccc2c(=O)n1NC(=O)c1c(O)c2cccc3c2n(c1=O)CCC3
    13	4
> COc1ccc(Cl)cc1-n1c(C)cc(C(=O)O)c1C
    8	2
> CCn1c(SCC(=O)N2CCc3ccccc32)nnc1-c1c[nH]c2ccccc12
    14	3
> NC(=O)C1CCN(C(=O)CN2C(=O)c3ccccc3S2(=O)=O)CC1
    5	1
> Cc1cc(=O)[nH]c2ccccc12
    16	6
> O=C(Nc1ccc(-c2cn3ccsc3n2)cc1)C1CC1
    9	4
> Cc1cc(C)nc(SCC(=O)O)n1
    0	0
> CCOC(=O)c1oc2cccc(O)c2c1CN(Cc1ccccc1)C(C)=O
    -20	6
> CCOC(=O)C1CCCN(CCC(=O)Nc2cccc(F)c2)C1 (stereo not given)
    1	-3
> CC(O)/C=C/c1ccc2ccccc2n1 (stereo not given)
    10	4
> Cc1nn(-c2ccccc2)c2sc(C(=O)O)cc12
    5	1
> CCC(CC)COC(=O)C(C#N)c1nc2ccccc2nc1N1CCN(CC)CC1 (stereo not given)
    -4	-6

(listing goes on)
Below each compound: TNAP inh Pi	TNAP pNPP inh
> Cc1ccc(N(CN2C(=O)NC(C)(C)C2=O)CN2C(=O)NC(C)(C)C2=O)cc1
    0	0
> CCCOc1ccc(/C(O)=C2/C(=O)C(=O)N(CCN3CCOCC3)C2c2ccccc2)cc1 (stereo not given)
    15	6
> CC(O)c1nc2ccccc2n1Cc1nnc(-c2ccc(Cl)cc2)o1 (stereo not given)
    -12	-9
> CCOc1ccc2[nH]c(C)c(CN3CCOCC3)c(=O)c2c1
    -15	2
> CC1(C)CC(N(Cc2ccco2)C(=O)Cc2ccccc2)CCO1 (stereo not given)
    0	0
> CCOc1ccc(CN(C(=O)c2ccco2)C2CCS(=O)(=O)C2)cc1 (stereo not given)
    3	-5
> COc1ccc(OC)c(NC(=O)CCC(=O)Nc2nnc(C(F)(F)F)s2)c1
    0	8
> Cc1nn(C(=O)CN2C(=O)c3ccccc3C2=O)c(C)c1Br
    14	3
> COc1ccccc1OCCCn1c(C)c(C#N)c2ccccc21
    5	2
> CC(=O)c1cccc(NC(=O)N2CCc3ccccc3C2)c1
    3	-3
> CC(=O)Nc1ccccc1O
    11	8
> COc1ccc(C(=O)/C=C/Nc2cccc(C)n2)cc1OC
    7	-2
> COc1ccc(C(=O)N2c3cc4c(cc3C(C)=CC2(C)C)OCO4)cc1
    13	3
> O=C(CSc1n[nH]c(-c2ccncc2)n1)NCCc1ccccc1
    12	6
> CCN1/C(=C/C(C)=O)Sc2ccc(OC)cc21
    7	3

Record cards, from the list above. Order of screens: TNAP inh Pi | TNAP pNPP inh
`COc1ccccc1OCCCn1c(C)c(C#N)c2ccccc21` in the list: 5 | 2
`CC(=O)Nc1ccccc1O` in the list: 11 | 8
`Cc1nn(C(=O)CN2C(=O)c3ccccc3C2=O)c(C)c1Br` in the list: 14 | 3
`CC(O)c1nc2ccccc2n1Cc1nnc(-c2ccc(Cl)cc2)o1` (stereo not given) in the list: -12 | -9
`Cc1ccc(N(CN2C(=O)NC(C)(C)C2=O)CN2C(=O)NC(C)(C)C2=O)cc1` in the list: 0 | 0

(listing goes on)
Below each compound: TNAP inh Pi	TNAP pNPP inh
> COc1ccc(-c2nn(-c3ccccc3)cc2C(=O)Nc2nc(CC(C)=O)ns2)cc1
    7	2
> CCC(=O)Nc1ccc(N2CCN(Cc3ccccc3)CC2)cc1
    12	2
> CCCCc1[nH]c(=O)c(C#N)c2c1CSC(C)(C)C2
    7	3
> CCOC(=O)CSc1nc(N)c(C(=O)Nc2ccc(N(C)C)cc2)s1
    8	0
> O=C(Nc1nccs1)c1ccc(COc2ccc(F)cc2)o1
    3	0
> CCC(=O)Nc1nnc(SCC(=O)Nc2ccc(F)cc2)s1
    -10	4
> O=C(COC(=O)c1cc(S(=O)(=O)N2CCOCC2)ccc1Cl)Nc1ccc2c(c1)OCO2
    22	5
> O=C(Nc1cccc2cccc(NC(=O)c3ccco3)c12)c1ccco1
    1	6
> CCCN1C(=O)C(O)(C2CC(=O)CC(C)(C)O2)c2ccccc21 (stereo not given)
    -11	-1
> CCOC(=O)CC1=Nc2ccccc2NC(=O)C1
    6	2
> CC(C)Cc1nc(N2CCOCC2)c(C#N)c2c1COC(C)(C)C2
    7	2
> CCCCN(C)CCC(=O)Nc1ccc(OC)cc1OC
    0	0
> [N-]=[N+]=CC(=O)CCCN1C(=O)c2ccccc2C1=O
    -8	1
> O=C(c1ccccc1)c1nc[nH]c1C(=O)Nc1ccccn1
    1	-1
> CCCN(Cc1cc2ccc(C)cc2[nH]c1=O)C(=O)c1ccccn1
    7	3

Carrying on.
Below each compound: TNAP inh Pi	TNAP pNPP inh
> CCCn1c(SCC(=O)Nc2cccc(C)n2)nnc1-c1ccco1
    6	6
> COc1ccc2nc(NC3=NCCC3)sc2c1
    2	3
> COc1nc(NCCN2CCOCC2)nc(Nc2ccccc2)n1
    0	0
> CC1(C)CC(=O)C(C=NCC2CCCO2)=C(O)C1 (stereo not given)
    8	6
> C=C1CC2C=C(NC(C)=O)CC(C1)C2 (stereo not given)
    10	4
> NC(=O)CC(NC(=O)OCc1ccccc1)C(=O)O (stereo not given)
    10	6
> Cc1cc(C)cc(-n2nnnc2SCC(=O)Nc2cccc(NC(=O)c3ccco3)c2)c1
    -3	6
> Cc1ccc(-n2ncc(C#N)c2/N=C/N2CCOCC2)cc1
    8	2
> Cc1nn(-c2nc3ccccc3s2)c(N)c1-c1ccccc1
    7	-4
> O=C(COc1cccc(-n2cnnn2)c1)N1CCOCC1
    8	3
> C=CCOC(=O)C1=C(C)NC(SCC(=O)Nc2ccc(C)c(Cl)c2)=C(C#N)C1c1ccco1 (stereo not given)
    6	0
> COc1ccc(S(=O)(=O)N2CCC(C(=O)N3CCCCCC3)CC2)cc1
    8	3
> Cc1ccc2[nH]c3c(c2c1)CN(C(=O)CN1CCSCC1)CC3
    8	3
> CCOc1ccc(C2C(C#N)=C(N)Oc3cc(C)n(CCN4CCOCC4)c(=O)c32)cc1OCC (stereo not given)
    6	3
> O=c1cc(-c2ccccc2)[nH]c2[nH]n(-c3ccccc3)c(=O)c12
    0	-3

Next section:
Below each compound: TNAP inh Pi	TNAP pNPP inh
> N#Cc1nc(Cc2ccccc2)oc1NCCN1CCOCC1
    -16	6
> COCC(=O)N(C)C1(c2nnnn2CCOC(=O)Nc2ccc(Cl)cc2)CCCC1
    11	2
> COCCN1CN=C(Nc2nc(C)c3ccc(C)cc3n2)NC1
    1	-1
> CCOc1cc(NC(=O)C2CCCO2)c(OCC)cc1NC(=O)C1CC1 (stereo not given)
    10	4
> CCOC(=O)c1sc2ncn(C(C)C(=O)OC)c(=O)c2c1C (stereo not given)
    8	2
> C=C1C2(C(=O)Nc3nccs3)CCC(C2)C1(C)C (stereo not given)
    10	6
> Cc1ccc(Cn2c(-n3nc(C)cc3C)nc3c2c(=O)[nH]c(=O)n3C)cc1
    14	6
> Cc1cc(Nc2ccc3ccccc3c2)n2ncnc2n1
    8	6
> CCN(CC)c1nc(C#N)cc(-c2ccc(OC)cc2)n1
    2	3
> CC(=O)NC1C(=O)Nc2c1cccc2C(F)(F)F (stereo not given)
    14	8
> Cn1c(CNc2nc3ccccc3n2CCN2CCCCC2)nc2ccccc21
    2	-7
> Cn1nnnc1SCc1csc(Nc2ccccc2)n1
    8	0
> O=C(CSc1nnc(Cc2cccs2)n1Cc1ccco1)Nc1cc(Cl)cc(Cl)c1
    10	3
> CCOC(=O)c1cc(C#N)c(N)nc1C
    0	5
> CCCCC(=O)Nc1cc(NC(=O)CCCC)cc(C(=O)O)c1
    -5	0

(further entries)
Below each compound: TNAP inh Pi	TNAP pNPP inh
> CCn1c(SCC(=O)N2CCC(C(N)=O)(N3CCCCC3)CC2)nc2ccccc2c1=O
    13	4
> COc1ccc(CNC(=O)c2csnn2)cc1
    1	-1
> COCc1nnc(NS(=O)(=O)c2ccc(C)cc2)s1
    3	-1
> CN(C)c1ccc(CN(C)C2CCCCC2)cc1
    3	-4
> CC1=C(C(=O)OC(C)C)C(c2ccncc2)n2ncnc2N1 (stereo not given)
    11	7
> O=c1[nH]c(-c2ccccn2)nc2ccccc12
    7	4
> CCOc1ccc2nc(NC3=NCN(Cc4ccco4)CN3)nc(C)c2c1
    -2	-8
> CCC(C)[C@H](NC(=O)NC1CCCc2ccccc21)C(=O)O (stereo not given in full)
    13	4
> COc1cc(C(=O)OCC(=O)c2cc(C)n(C)c2C)cc(OC)c1OC
    4	-3
> Cc1ccc(CNC(=O)c2ccc(Br)o2)cc1
    10	3
> COc1ccc(C(C(O)C(=O)c2c[nH]c3ccccc23)N2CCN(c3ccccc3)CC2)cc1 (stereo not given)
    7	4
> Cn1c(-c2ccc(Br)o2)nc2cc(Br)ccc21
    -17	2
> COC(=O)c1cc(-c2ccccc2)n[nH]1
    -25	1
> O=C(Nc1cccc(N2CCCC2)c1)c1cccs1
    -8	-7
> CN1Cc2c(N)cccc2C(c2ccccc2)C1 (stereo not given)
    9	5

3 compounds from above, arranged by length of the SMILES, high to low:
Below each compound: TNAP inh Pi	TNAP pNPP inh
> CCn1c(SCC(=O)N2CCC(C(N)=O)(N3CCCCC3)CC2)nc2ccccc2c1=O
    13	4
> COCc1nnc(NS(=O)(=O)c2ccc(C)cc2)s1
    3	-1
> CN1Cc2c(N)cccc2C(c2ccccc2)C1 (stereo not given)
    9	5

More compounds.
Below each compound: TNAP inh Pi	TNAP pNPP inh
> CCN(CC)C1=CC(=O)OC12CCCCC2
    10	4
> O=c1[nH]c(Cc2cccs2)nc2ccccc12
    9	2
> CC(NC(=O)OCc1ccccc1)C(=O)NCC1CCCO1 (stereo not given)
    6	0
> Brc1ccccc1-c1nnc2sc(Cc3ccccc3)nn12
    20	0
> COc1cccc(N2C(=O)C(O)=C(C(C)=O)C2c2ccc(OC)c(OC)c2)c1 (stereo not given)
    -11	3
> Cc1ccc(C(=O)Nc2nnc(-c3ccncc3)s2)o1
    3	-1
> CCOC(=O)N1CCN(C(=O)C(c2ccccc2)c2ccccc2)CC1
    8	8
> CCOc1ccc(S(=O)(=O)NCCN2CCOCC2)c2ccccc12
    8	2
> CCn1c(CNC(C)=O)nnc1SCC(=O)c1ccc(Br)cc1
    4	6
> O=C1COc2ccc(C(=O)NCc3ccc4c(c3)OCO4)cc2N1
    6	1
> CC(C)Cn1c(=O)c2ccccc2c2ccccc2c1=O
    13	0
> CCCCCOc1ccc(C(=O)NCC(=O)NCC(=O)OCC)cc1
    5	1
> CC1CC(C)CN(c2ncc3c(n2)CC(c2ccccc2)CC3=O)C1 (stereo not given)
    4	4
> CCN(CC)CCN1C(=O)C(=O)/C(=C(/O)c2ccc(C)cc2)C1c1ccncc1 (stereo not given)
    4	-2
> O=C(O)CC(C(=O)OCCOc1ccccc1)N1CCOCC1 (stereo not given)
    -9	-12
